# Compound activity from PubChem.
# GoLoco inh red = inhibitors of human Gai1-RGS12 GoLoco interaction (red fluorophore); AID 880; Gai1:RGS12 GoLoco peptide FP, rhodamine, 10 min; 230,000 tested, 0.44% active; Potency, µM (series often up to 61.6 µM), for inactives: at the highest dose activity, negative = inhibition, usual class: inhibitors; P63096; active = well fitted inhibition curve with a large enough effect, not every such curve was filed as active; inactive = no such curve, though single readings can be large or run the other way; note: nearly all actives have a fitted effect of over 30% in size; many of its hits are not listed in these tables
# Target sequence (P63096 whole entry, looked up): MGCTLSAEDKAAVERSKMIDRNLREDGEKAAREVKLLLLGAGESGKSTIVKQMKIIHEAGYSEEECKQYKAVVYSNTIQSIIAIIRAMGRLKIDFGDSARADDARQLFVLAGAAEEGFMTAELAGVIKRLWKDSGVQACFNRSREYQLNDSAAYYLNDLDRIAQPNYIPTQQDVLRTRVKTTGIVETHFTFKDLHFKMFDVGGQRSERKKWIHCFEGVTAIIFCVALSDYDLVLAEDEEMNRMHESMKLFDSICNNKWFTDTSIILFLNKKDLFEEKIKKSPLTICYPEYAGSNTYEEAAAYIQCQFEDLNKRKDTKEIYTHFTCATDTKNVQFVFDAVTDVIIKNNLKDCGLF
# RECQ1 helicase = blocks DNA unwinding by human RECQ1 | 240,000 tested, 0.54% active | RECQ1 DNA unwinding, red fluorescence kinetic read | Potency, µM (highest dose often 57.3 µM), for the others: at the top dose activity, negative = inhibition, hits mostly inhibitors | AID 2549 | P46063;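 note: plate controls were vehicle for no effect and no enzyme for full effect; nearly all actives have a fitted effect of over 30% in size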
#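 50 nM RECQ1T1 preincubated 15 min with compound in Tris pH 8.0 buffer with MgCl2, DTT, Tween-20 and 2.5 ug/ml poly(dI-dC); started with 200 nM TAMRA/BHQ-2 forked duplex and 2 mM ATP. Unwinding read as fluorescence (525/598 nm), two reads 2 h apart.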
# GAA inh = blocks human lysosomal alpha-glucosidase; 200,000 tested, 0.005% active; purified human GAA, 4-MU-alpha-glucoside fluorescence; Potency, µM (titrated, usually from 76.9 µM), without a hit: at the top dose activity change, negative = inhibition, usual class: inhibitors;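 note: plate controls were uninhibited enzyme wells for no effect and no-enzyme background for full effect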
#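 Human enzyme at 4 nM with 400 uM 4-methylumbelliferyl-alpha-D-pyranoside, citrate/phosphate buffer pH 5.0, 0.005% Tween-20, 20 min at room temperature. Compounds up to 77 uM. 4-MU fluorescence (Ex 365/Em 440) read after NaOH/glycine stop; AC50 from Hill fit.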
# L3MBTL1 inh = blocks human L3MBTL1 | AlphaScreen L3MBTL1–H3K9me1 peptide binding | Potency, µM (titrated, usually from 57.1 µM), inactives show top-dose activity, negative = inhibition, most hits filed as inhibitors | 230,000 tested, 0.66% active | AID 485360; note: nearly all actives have a fitted effect of over 60% in size
#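 First, the protein-peptide complex forms for 30 min at room temperature (L3MBTL1 50 nM, biotinylated H3K9me1 peptide 75 nM). Next, compounds are pin-transferred and incubated 30 min. Finally, AlphaScreen beads are added and read after 30 min.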
# GAA spleen mod = inhibitors or activators of human alpha-glucosidase in spleen homogenate. P10253. human spleen homogenate, 4-MU-alpha-glucoside fluorescence. Potency, µM (titrated, usually from 79.9 µM), without a hit: at the top dose activity change, negative = inhibition, most hits filed as inhibitors. 240,000 tested, 0.006% active. AID 2112;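 note: 0% = enzyme with vehicle and -100% = no enzyme basal signal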
#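 AC50 values come from Hill-equation fits of concentration-response data, normalized to no-enzyme and full-activity controls. Enzyme source: 1 ug human spleen homogenate; 1 mM fluorogenic 4-MU glucoside, pH 5.0 citrate buffer, 37 C, 40 min.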
# TexasRed fluor = counter-screen for TRb-SRC2 inhibitors: fluorescence interference; TRb/SRC2 Texas Red total fluorescence interference; 280,000 tested, 0.29% active; Potency, µM (top dose mostly 106 µM), for inactives: at the highest dose fluorescence change, negative = quenching; active = well fitted curve in either direction with a large enough effect; inconclusive = small, poorly fitted or top-dose-only effect
#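 Human TRβ ligand-binding domain (0.6 uM) and Texas Red SRC2 peptide (20 nM) in Tris buffer with 1 uM T3 and 5% DMSO were incubated with pinned compound for 5 hr at ambient temperature. Total fluorescence was computed as S + 2P (555/632 nm).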
# GAA glycogen mod = alters human alpha-glucosidase cleavage of glycogen; 300,000 tested, 0.38% active; P10253; Potency, µM (series often up to 76.4 µM), without a hit: at the top dose activity change, negative = inhibition, usual class: inhibitors; recombinant GAA, glycogen substrate, Amplex Red glucose oxidase fluorescence;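 note: 0% = full enzyme reaction and -100% = no-enzyme basal signal; the screen sought inhibitors and activators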
#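 Natural-substrate format: glycogen cleavage by 4 nM human enzyme, glucose read by Amplex Red coupling (Ex 573, Em 610 nm). Normalized to enzyme and no-enzyme controls.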
# TRb-SRC2 inh = inhibitors of human thyroid hormone receptor beta-SRC2 interaction; TRbeta-SRC2 peptide binding, fluorescence polarization; receptor liganded with 1 µM T3; Potency, µM (highest dose often 106 µM), for inactives: at the highest dose activity change, negative = inhibition, hits mostly inhibitors; 280,000 tested, 0.065% active; P10828;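 note: plate controls were bound peptide for no effect and peptide without receptor for full effect; nearly all actives have a fitted effect of over 50% in size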
# Target sequence (P10828 whole entry, looked up): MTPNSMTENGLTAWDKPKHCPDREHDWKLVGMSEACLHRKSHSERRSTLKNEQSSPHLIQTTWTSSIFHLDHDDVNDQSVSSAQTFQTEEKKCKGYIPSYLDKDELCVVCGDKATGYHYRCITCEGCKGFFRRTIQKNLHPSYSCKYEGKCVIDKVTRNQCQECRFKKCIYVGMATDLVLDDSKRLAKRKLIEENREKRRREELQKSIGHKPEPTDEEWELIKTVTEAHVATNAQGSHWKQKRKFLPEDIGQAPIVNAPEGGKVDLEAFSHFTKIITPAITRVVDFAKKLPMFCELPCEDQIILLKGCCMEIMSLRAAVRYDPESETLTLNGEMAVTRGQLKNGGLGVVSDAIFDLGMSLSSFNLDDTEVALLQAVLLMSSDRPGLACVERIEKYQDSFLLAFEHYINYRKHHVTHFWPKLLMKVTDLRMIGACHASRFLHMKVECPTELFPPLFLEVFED
#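 Polarization signal, normalized between peptide-alone and full complex controls, measured compound effects on T3-liganded human TRb LBD (0.6 uM) binding 20 nM Texas Red SRC2 peptide after 5 hr.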
# Active calls of the source: *; i = inactive; u = inconclusive; x = no result given; & = joins results of further samples; [ ] = another dose, or the depositor's remark. Unless noted, calls come from the whole dose curve; as a rule, active = well fitted curve in the direction sought with a large enough effect; inconclusive = small, poorly fitted or top-dose-only effect, or another doubt; inactive = no such curve, though single readings can be large; an effect the other way counts as inactive or inconclusive. Unless noted, % is set by controls: 0 for no effect and ±100 for the full control effect; potency is the fitted concentration of half-maximal effect.
# Letters: A = GoLoco inh red; B = RECQ1 helicase; C = GAA inh; D = L3MBTL1 inh; E = GAA spleen mod; F = TexasRed fluor; G = GAA glycogen mod; H = TRb-SRC2 inh
> O=C(c1cccnc1)N1CCN(C(=O)c2ccco2)CC1
  A: 4% | B: 0% | C: 0% | D: 8% | E: 1% | F: -4% | G: 3% | H: -2%

> COc1ccc(/C=N/OC/C(O)=C(\C#N)c2nc3ccccc3[nH]2)cc1
  A: 15% | B: 0% | C: 1% | D: -2% | E: 7% | F: 1% | G: -6% | H: 2%

> CCC(=O)NCc1cc(-c2nn(C)c(=O)c3ccccc23)ccc1OC
  A: 16% | B: i | C: u | D: -4% | E: 6% | F: -3%&4% | G: -2% | H: 1%&1%

> Cn1c(=O)c2c(nc(Br)n2Cc2nnc(N)s2)n(C)c1=O
  A: 3% | B: -2% | C: x | D: x | E: 4% | F: -1% | G: 5% | H: -2%

> C/C(=N\NC(=O)c1c(C)nc2ccccn12)c1cccc([N+](=O)[O-])c1
  A: 3% | B: -1% | C: 2% | D: 8% | E: -2% | F: 0% | G: 4% | H: 2%

> O=C(CSc1ccc2ccccc2n1)N1CCC(c2noc3ccc(F)cc23)CC1
  A: 1% | B: -7% | C: 2% | D: -3% | E: -6% | F: 1% | G: -3% | H: -4%

> O=C(Nc1ccc2nsnc2c1)N1CCCCCC1
  A: -1% | B: i | C: 3% | D: x | E: 1% | F: -1% | G: -4% | H: -3%

> COc1ccc(C2SCC(=O)N2CCc2ccc(OC)c(OC)c2)cc1 (stereo unspecified)
  A: 9% | B: -17% | C: 1% | D: u | E: 7% | F: -3% | G: 5.6µM* | H: -3%

> Cn1c(-c2csc(-c3cccc(C(F)(F)F)c3)n2)n[nH]c1=S
  A: 11% | B: i | C: 1% | D: 20% | E: x | F: -1% | G: -4% | H: 5%

> CCc1c(C)nc2ncnn2c1NCc1cccs1
  A: 8% | B: -16% | C: 3% | D: -5% | E: 2% | F: 2% | G: -1% | H: -4%

> CCn1c2ccccc2c2cc(NC(=O)c3cc(OC)cc(OC)c3)ccc21
  A: 8% | B: -14% | C: -7% | D: -7% | E: -4% | F: -2% | G: 4% | H: 1%

> Cc1ccc2nc(SCC(=O)Nc3ccc4sc(C)nc4c3)c(C#N)cc2c1
  A: 0% | B: -19% | C: 2% | D: 3% | E: -1% | F: -1% | G: 6% | H: -7%

> CC1=CC(c2ccccc2)n2nc(N3C(=O)c4ccccc4C3=O)nc2N1 (stereo unspecified)
  A: 2% | B: -11% | C: 1% | D: -8% | E: 5% | F: -1% | G: 0% | H: -1%

> Cc1c(NS(=O)(=O)c2cc(Br)cc3c2N(C(=O)C2CC2)CC3)c(=O)n(-c2ccccc2)n1C
  A: -3% | B: -8% | C: -5% | D: x | E: 6% | F: 0% | G: 5% | H: 1%

> COc1cccc(Nc2nc(NCC3CCCO3)c3ccccc3n2)c1 (stereo unspecified)
  A: 52%[activator] | B: -2% | C: -12% | D: x | E: 11% | F: -5% | G: 8% | H: -15%

> COc1ccc(N2CCN(C(=O)CN(Cc3ccc(Cl)cc3)S(C)(=O)=O)CC2)cc1
  A: 5% | B: 0% | C: -2% | D: x | E: -1% | F: 0% | G: -6% | H: -5%

> CCCc1cc(=O)[nH]c(SCC(=O)NC(=O)OCC)n1
  A: 12% | B: -13% | C: -2% | D: x | E: 1% | F: 2% | G: 10% | H: 2%

> S=C(NCc1ccco1)Nc1ccc(Oc2ccccc2)cc1
  A: 2% | B: i | C: -14% | D: -24% | E: 5% | F: 10% | G: u | H: 22%

> O=C1N/C(=N\N=C\c2cccs2)SC1Cc1ccc(Cl)c(Cl)c1 (stereo unspecified)
  A: -10% | B: -17% | C: -7% | D: x | E: 2% | F: -2% | G: 2% | H: 0%

> Nc1nc(Cl)cc(-c2ccccc2)n1
  A: -18% | B: i | C: -1% | D: 8% | E: 2% | F: -1% | G: 2% | H: -1%

> Cc1cc(C)n(-c2ccc(C(=O)Nc3cccnc3Cl)cc2)n1
  A: -10% | B: -2% | C: 8% | D: 21% | E: 1% | F: -1% | G: -3% | H: 5%

> CSc1nc2c(C)c(C)c(C)c(C)c2[nH]1
  A: -2% | B: i | C: 11% | D: 1% | E: 2% | F: -4% | G: -9% | H: 12%

> N#Cc1ccc(-c2ccc(OCC(=O)NCCCN3CCCC3=O)cc2)cc1
  A: 0% | B: i | C: 4% | D: x | E: 1% | F: -2% | G: 0% | H: -2%

> CC[C@@H](C)CN1C(=O)N[C@@H](c2ccccc2)C(C(=O)OC)=C1C
  A: -1%[14.2 µM] | B: i[11.5 µM] | C: x | D: x | E: 0%[17.4 µM] | F: -1%[11.2 µM] | G: x | H: -1%[11.2 µM]

> COc1cc2c(C(=O)NCc3ccc(C)o3)cn(CC(C)C)c(=O)c2cc1OC
  A: -8% | B: -7% | C: 0% | D: -7% | E: -13% | F: 1% | G: 3% | H: 3%

> CC1(C)C(C=C(Cl)Cl)C1C(=O)N(Cc1cccc(Cl)c1)C1CCS(=O)(=O)C1 (stereo unspecified)
  A: 14% | B: -6% | C: -2% | D: 0% | E: 5% | F: -1%[53 µM] | G: -2% | H: -8%[53 µM]

> CCCCC(CCC(=O)O)(C(=O)OCC)c1csc(Nc2ccc(OCC)cc2)n1 (stereo unspecified)
  A: -3% | B: -4% | C: x | D: -21% | E: -3% | F: -3% | G: u | H: -1%

> Nc1c([N+](=O)[O-])c(=O)oc2ccccc12
  A: 2% | B: i | C: 1% | D: 10% | E: -3% | F: -1% | G: -14% | H: -6%

> COc1cccc(NC(=O)N2CCCC2C(=O)Nc2ccc3c(c2)OCO3)c1 (stereo unspecified)
  A: 5% | B: -1% | C: 1% | D: -5% | E: -9% | F: -1% | G: 4% | H: -8%

> Cc1cccc(NC(=S)NC(C)(C)CC(C)(C)C)c1
  A: 1% | B: -4% | C: 5% | D: -15% | E: 5% | F: -2% | G: -18% | H: 4%

> Cc1cccc(N2CCN(C(=O)Cn3ccc4ccccc4c3=O)CC2)c1C
  A: -1% | B: -5% | C: -7% | D: -16% | E: -10% | F: -2% | G: 5% | H: -1%

> NC(=O)NC(=O)CSc1nc(C2CCCCC2)n(-c2ccccc2)n1
  A: 1% | B: -4% | C: 2% | D: -2% | E: -4% | F: -1% | G: 5% | H: -4%

> CCc1nnc(NC(=O)CSc2nc(-c3ccccc3)nc3ccccc23)s1
  A: -3% | B: -4% | C: 7% | D: 0% | E: 0% | F: -1% | G: 1% | H: 0%

> Clc1cccc(-c2nnc3sc(-c4ccc5c(c4)OCO5)nn23)c1
  A: x | B: -10% | C: 2% | D: -1% | E: -1% | F: 2% | G: 1% | H: -3%

> CCCCc1ccc(NC(=O)CC(C)(C)C)cc1
  A: -14% | B: -3% | C: -4% | D: 5% | E: -8% | F: -3% | G: -7% | H: 7%

> O=C(Nc1ccccc1C(=O)Nc1ccccc1C(=O)NCc1ccco1)c1ccco1
  A: 12% | B: -5% | C: -15% | D: x | E: 7% | F: -2% | G: 4% | H: 1%

> Cc1cc(NC(=O)c2cc(-c3cccnc3)nc3c(C)c(C)ccc23)no1
  A: 3% | B: -1% | C: u | D: -4% | E: -2% | F: -5% | G: 1% | H: 3%

> CCOC(=O)/C(=N/Nc1ccccc1)N1CCCc2ccccc21
  A: -32% | B: 1% | C: 7% | D: -35% | E: 12% | F: 0% | G: u | H: 0%

> CN(C)c1ccc(-c2ccc3ncnc(N4CCNCC4)c3c2)cc1
  A: -8% | B: -6% | C: x | D: x | E: 0% | F: -3% | G: x | H: 4%

> COc1cc(/C=C2\SC(=O)N(c3ccc(Cl)cc3)C2=O)cc([N+](=O)[O-])c1O
  A: 6% | B: i | C: 6% | D: u | E: 5% | F: -14% | G: -7% | H: 1%

> CC(C)(C)n1ncc2c(=O)n(Cc3ccc(Cl)c(Cl)c3)cnc21
  A: -5% | B: 0% | C: -6% | D: x | E: -2% | F: -2% | G: 17% | H: -7%

> CCCCNC(=O)c1ccccc1NS(=O)(=O)c1ccc2c(c1)OCCO2
  A: 4% | B: -9% | C: -3% | D: 7%[11.4 µM] | E: -5% | F: -2% | G: -7% | H: 0%

> CCc1n[nH]c(=S)n1/N=C/c1ccccc1OCc1ccc(Cl)cc1
  A: -12% | B: i | C: 4% | D: 48%[activator] | E: -5% | F: 1% | G: -5% | H: -3%

> Cc1ccc(Sc2nc3ccc(C)cn3c(=O)c2/C=N/O)cc1
  A: -1% | B: -9% | C: -4% | D: -1% | E: -1% | F: -2% | G: 10% | H: 5%

> CCc1ccc(C2=NN(C(=O)OC)C(O)(C(F)(F)F)C2)cc1 (stereo unspecified)
  A: -32% | B: -1% | C: -1% | D: 3% | E: -8% | F: -3% | G: 0% | H: 3%

> Cc1cc(=O)[nH]c(SCc2cn3ccccc3n2)n1
  A: 1% | B: i | C: 0% | D: 15% | E: -1% | F: 1% | G: 5% | H: -5%

> O=C(COC(=O)Cn1cnc2ccccc2c1=O)Nc1ccccc1Sc1ccc(Cl)cc1
  A: -1% | B: -5% | C: -11% | D: -14% | E: 2% | F: 2% | G: 3% | H: 2%

> CS(=O)(=O)N1CCN(C(=O)c2ccc(Cl)s2)CC1
  A: 5% | B: i | C: -1% | D: 4%[11.4 µM] | E: 0% | F: -2% | G: 7% | H: 3%

# Just GoLoco inh red (2 entries from above):
compound	GoLoco inh red
Cc1cccc(NC(=S)NC(C)(C)CC(C)(C)C)c1	1%
Cc1cccc(N2CCN(C(=O)Cn3ccc4ccccc4c3=O)CC2)c1C	-1%

# Pulled by compound from the entries so far:
# Letters: A = GoLoco inh red; B = RECQ1 helicase; C = GAA inh; D = L3MBTL1 inh; E = GAA spleen mod; F = TexasRed fluor; G = GAA glycogen mod; H = TRb-SRC2 inh
> Nc1c([N+](=O)[O-])c(=O)oc2ccccc12
  A: 2% | B: i | C: 1% | D: 10% | E: -3% | F: -1% | G: -14% | H: -6%

> Cc1cc(NC(=O)c2cc(-c3cccnc3)nc3c(C)c(C)ccc23)no1
  A: 3% | B: -1% | C: u | D: -4% | E: -2% | F: -5% | G: 1% | H: 3%

# Only part of the results is shown (hit frequency here may not be typical).
